SENP7 block = inhibitors of human SENP7 protease | recombinant SENP7, Z-RLRGG-aminoluciferin luminescence, 40 min | Q9BQF6 | AID 434973 | hit rate 1.5% among 330,000 | inhibition, % at 5 µM;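 active = inhibition above about 50% at the single test dose, limit read from the data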;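 note: plate controls were DMSO with enzyme for no effect and no enzyme buffer wells for full effect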
Target sequence (Q9BQF6 706-1050 limits assumed): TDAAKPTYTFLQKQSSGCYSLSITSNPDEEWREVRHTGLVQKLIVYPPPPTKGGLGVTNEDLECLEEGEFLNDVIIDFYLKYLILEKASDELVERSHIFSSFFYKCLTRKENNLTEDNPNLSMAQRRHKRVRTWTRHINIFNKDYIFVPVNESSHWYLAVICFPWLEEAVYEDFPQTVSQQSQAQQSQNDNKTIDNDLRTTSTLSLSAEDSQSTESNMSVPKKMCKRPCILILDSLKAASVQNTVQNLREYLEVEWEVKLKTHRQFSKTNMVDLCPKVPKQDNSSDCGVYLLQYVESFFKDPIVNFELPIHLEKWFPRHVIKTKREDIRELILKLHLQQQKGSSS
Gli-Sufu antag = blocks Gli-Sufu signaling in a luciferase reporter; inhibition, % at 5 µM; AID 588413; Sufu-KO-LIGHT fibroblasts, Gli luciferase reporter luminescence; hit rate 0.74% among 340,000;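 active = inhibition above about 55%, limit read from the data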;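 note: 0% = DMSO-treated cells and 100% = wells with medium but no cells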
Jurkat NFkB inh = inhibitors of the PMA/ionomycin-induced NF-kB reporter in Jurkat cells | PMA/ionomycin-induced NF-kB luciferase reporter, luminescence | inhibition, % at 4 µM | hit rate 0.53% among 330,000
UBC13 inh = blocks human UBC13 polyubiquitin chain formation; hit rate 0.47% among 330,000; AID 485273; TR-FRET; inhibition, % at 20 µM; in the data active = inhibition above about 45%, passing the limit was not always enough; inconclusive = no clear call, values can overlap the other calls
Target sequence (P61088 whole entry, looked up): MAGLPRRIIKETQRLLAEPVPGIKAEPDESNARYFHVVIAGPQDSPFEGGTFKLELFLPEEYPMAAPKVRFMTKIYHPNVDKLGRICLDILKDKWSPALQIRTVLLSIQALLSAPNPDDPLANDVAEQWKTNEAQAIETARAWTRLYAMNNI
HKDC1 inh = inhibitors of human hexokinase HKDC1; Q2TB90; recombinant HKDC1, G6PDH/diaphorase resazurin coupled fluorescence; inhibition, % at 20 µM; hit rate 0.16% among 340,000;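 active = inhibition above about 35% when tested at 20 µM, limit read from the data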;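 note: plate controls were DMSO wells with enzyme for no effect and DMSO wells lacking enzyme for full effect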
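Test system: recombinant HKDC1 (HK5) hexokinase enzyme, produced in-house / Doses: 20 µM test compound, 1% DMSO / Timing: 90 min, room temperature / Detection: G6PDH/diaphorase-coupled fluorescence, 1 mM NADP, 100 µM resazurin, 525/613 nm / Control set: DMSO wells with and without enzyme mix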
Apaf1 inhib = inhibitors of human Apaf-1 apoptosome. O14727. reconstituted apoptosome caspase-3 activity, DEVD-Rh110 fluorescence. inhibition, % at 20 µM. hit rate 0.71% among 330,000. AID 489030; active = inhibition of at least 40% at 20 µM;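 note: plate controls were DMSO wells for no effect and DEVD-CHO caspase inhibitor wells for full effect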
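Medium: Hepes buffer, pH 7.5 / System: biochemical Apaf-1 apoptosome reconstitution / Measured by: Rh110 fluorescence, excitation 480 nm, emission 540 nm / Times: compound with Apaf-1, dATP, procaspase-3 30 min, then 50 min reaction, room temperature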
697 NFkB inh = lowers PMA/ionomycin-induced NF-kB signal in 697 B cells | inhibition, % at 4 µM | 697 B-cell NF-kB luciferase reporter, 16 h | hit rate 0.33% among 330,000; in the data active = inhibition above about 35%
SENP8 block = SENP8 protease inhibition; purified SENP8, Z-RLRGG-aminoluciferin cleavage, luminescence; inhibition, % at 10 µM; hit rate 1.2% among 330,000
Target sequence (Q96LD8 whole entry, looked up): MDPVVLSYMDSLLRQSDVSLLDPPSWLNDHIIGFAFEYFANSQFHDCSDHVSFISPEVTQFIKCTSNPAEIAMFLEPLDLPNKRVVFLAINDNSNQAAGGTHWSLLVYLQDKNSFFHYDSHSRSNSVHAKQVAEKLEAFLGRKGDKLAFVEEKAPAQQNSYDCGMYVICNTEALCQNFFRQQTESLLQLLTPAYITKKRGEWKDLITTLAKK
Numbers without * were called inactive; ? = inconclusive; nt = no result given. Cut-off read from the data, not from the text of the source, unless noted: active = inhibition above about 50%; inactive = the rest.

SMILES	SENP7 block	Gli-Sufu antag	Jurkat NFkB inh	UBC13 inh	HKDC1 inh	Apaf1 inhib	697 NFkB inh	SENP8 block
CCCCOC(=O)CSC1=C(C#N)C(c2ccc3c(c2)OCO3)CC(=O)N1 (centres undefined)	2	2	6	5	-3	17	22	-1
Cc1ccc(NC(=O)CN(C)C(=O)COc2ccc(C(=O)c3ccc(F)cc3)cc2)cc1	5	-1	3	19	13	1	5	-6
Cc1nc(CCNC(=O)CC2C(=O)NCCN2CC(C)(C)C)nc2c1CCC2 (centres undefined)	9	-9	-8	-12	-1	-8	-19	-3
COc1ccccc1NC(=O)COC(=O)c1cc(C)nc2ccccc12	2	-1	-3	48*	-3	4	-4	8
C=CCn1c(COc2ccc3c(c2)CCCC3)nnc1SCC(=O)Nc1cccc(SC)c1	21	2	9	-4	-6	13	13	8
CCCc1nnc(NC(=O)Cn2c(=O)oc3cc(Br)ccc32)s1	-7	nt	18	8	0	-9	6	6
C[C@H]1CCC[C@]2(O[C@@H](CCO)C[C@@H](O)[C@@H]2O)O1	6	-9	-9	-10	-6	-6	20	-8
CC(C)c1cc(C(=O)N2CCCC(N3CCN(c4ccccc4F)CC3)C2)nc(N)n1 (centres undefined)	-1	10	9	0	5	3	6	-3
COc1ccc(S(=O)(=O)NCCS(=O)(=O)N2CCN(c3ccccc3)CC2)cc1	-13	-5	19	0	0	12	3	-4
CCNC(=O)NC1(C(=O)Nc2ccc3c(c2)OCCO3)CCCCC1	4	-2	-10	6	-6	-5	1	0
CCN1CCN(c2c(C=O)c(Cl)nc3ccc(OC)cc23)CC1	10	2	-5	-16	-1	15	1	-5
CC(=O)C1C(c2cccc([N+](=O)[O-])c2)C2C(C)=NN=C2CC1(C)O (centres undefined)	1	4	10	1	-2	2	6	1
Cn1nc(C(=O)NC2CCCCC2)c2ccccc2c1=O	-5	0	-1	0	-14	3	7	-2
Cc1ccc(-n2c(SCC(=O)Nc3nccs3)nc3c(c2=O)SCC3)cc1	10	3	7	0	0	3	1	10
O=C(NCCc1ccc(F)cc1)C(=O)NCC1CCCN1S(=O)(=O)c1cccs1 (centres undefined)	-10	2	38	-9	-4	15	-7	-19
c1cc(CNC2=NCCCCC2)ccn1	2	14	10	4	-6	-4	6	-5
COC(=O)c1ccccc1-c1cn(C)c2ccccc2c1=O	9	12	-22	14	4	1	-15	3
CCOC(=O)CNC(=O)c1sc2ncnc(N3CCc4ccccc4C3)c2c1C	-2	8	12	13	2	4	10	-1
CCN(CC)CCN1C(=O)c2ccccc2NC1c1cccc(F)c1 (centres undefined)	-2	-23	3	7	-2	13	-9	-5
COc1ccc(NC(=O)N(C)C[C@H]2Oc3ccc(NC(=O)Cc4ccccc4)cc3CC(=O)N([C@H](C)CO)C[C@H]2C)cc1	8	-13	7	-8	-3	9	2	5

By substructure, those above with a thiophene ring, fused or not (2)
SMILES	SENP7 block	Gli-Sufu antag	Jurkat NFkB inh	UBC13 inh	HKDC1 inh	Apaf1 inhib	697 NFkB inh	SENP8 block
O=C(NCCc1ccc(F)cc1)C(=O)NCC1CCCN1S(=O)(=O)c1cccs1 (centres undefined)	-10	2	38	-9	-4	15	-7	-19
CCOC(=O)CNC(=O)c1sc2ncnc(N3CCc4ccccc4C3)c2c1C	-2	8	12	13	2	4	10	-1

Carrying on:
SMILES	SENP7 block	Gli-Sufu antag	Jurkat NFkB inh	UBC13 inh	HKDC1 inh	Apaf1 inhib	697 NFkB inh	SENP8 block
Cc1ccc(C)c(NC(=O)CN(C)C(=O)c2ccc3[nH]c4c(c3c2)CC(C)CC4)c1 (centres undefined)	-15	29	-2	5	1	21	-13	-10
CCOC(=O)c1nn(-c2ccccc2C)c2nc(CC(C)C)c(C#N)c(=O)n12	-7	8	7	12	-3	5	23	4
Cc1ccc(S(=O)(=O)Nc2ccc3c(c2)CC(=O)N([C@H](C)CO)C[C@H](C)[C@H](CN(C)Cc2ccc4c(c2)OCO4)O3)cc1	-4	21	5	20	1	26	4	-9
COc1ccc(C2=NOC(C(=O)Nc3ccc(C(C)=O)cc3)C2)cc1OC (centres undefined)	-7	-9	-18	-6	-4	8	-10	-6
O=C(COc1ncnc2ccc(Br)cc12)NC1CCCC1	0	-4	-6	15	-7	-4	14	-5
O=C(NCc1cccnc1)Nc1ccccc1	-3	-4	8	7	-8	-6	17	0
O=c1n(S(=O)(=O)c2cccc3cccnc23)c2ccccc2n1S(=O)(=O)c1cccc2cccnc12	-5	-5	4	8	8	-5	4	2
O=C(C[C@H]1C/C=C\CC[C@H](Cc2ccc(F)cc2)C(=O)O[C@@H](c2ccccc2)CNC1=O)N[C@@H](CO)Cc1ccccc1	-4	3	0	14	0	23	5	3
CC1CCCC(C)N1C(=O)COC(=O)C1CCN(S(=O)(=O)c2c(Cl)cccc2Cl)CC1 (centres undefined)	-3	-1	-1	6	-6	11	11	2
O=C(O)CC(c1ccc(Cl)cc1)N1C(=O)CCC1=O (centres undefined)	5	-3	-4	6	-5	-3	7	4
Nc1cc(=O)[nH]c(SCC(=O)Nc2ccc(N3CCCCC3)cc2)n1	-8	7	-16	-5	-3	-1	-7	-12
C=CCOc1ccc(CNc2nn[nH]n2)cc1OC	9	17	-23	8	0	-5	-2	-1
O=C(Nn1cnnc1)c1ccccc1CCc1ccccc1	-4	-1	-1	8	-11	-4	11	-5
O=C1/C(=N/n2cnnc2)c2ccccc2N1Cc1ccccc1	4	nt	5	-18	nt	7	-29	-2
COc1ccc([C@H]2CC(=O)C=C(c3c(C)cc(C)cc3C)C2)cc1	-4	-7	-15	-2	1	23	-8	-10
CCOC(=O)Cc1csc(NC(=O)CSc2nc3sc(C(=O)O)c(C)c3c(=O)[nH]2)n1	2	1	2	-3	-4	-2	10	9
Cc1cc(=O)[nH]c(SCCOc2ccc3c(c2)CCC3)n1	27	-20	-14	-1	-3	-1	-61	50
Cc1cccc(OCC(=O)NS(=O)(=O)c2ccc(Br)cc2)c1	2	43	0	2	1	-3	21	14
COC(=O)c1cccc(C23CC4(C2)[C@H](CN(CC2CCCCC2)[C@@H]4c2ccccc2)C3c2ccccc2)c1 (some centres undefined)	12	-29	-17	-3	4	40*	-2	6
COc1ccccc1/C=N/NC(=O)CC(=O)NCc1cccnc1	5	0	10	16	-12	-4	19	-1

Reprinted from the part before: 6 entries, then new ones.
SMILES	SENP7 block	Gli-Sufu antag	Jurkat NFkB inh	UBC13 inh	HKDC1 inh	Apaf1 inhib	697 NFkB inh	SENP8 block
COc1ccc([C@H]2CC(=O)C=C(c3c(C)cc(C)cc3C)C2)cc1	-4	-7	-15	-2	1	23	-8	-10
CCOC(=O)Cc1csc(NC(=O)CSc2nc3sc(C(=O)O)c(C)c3c(=O)[nH]2)n1	2	1	2	-3	-4	-2	10	9
Cc1cc(=O)[nH]c(SCCOc2ccc3c(c2)CCC3)n1	27	-20	-14	-1	-3	-1	-61	50
Cc1cccc(OCC(=O)NS(=O)(=O)c2ccc(Br)cc2)c1	2	43	0	2	1	-3	21	14
COC(=O)c1cccc(C23CC4(C2)[C@H](CN(CC2CCCCC2)[C@@H]4c2ccccc2)C3c2ccccc2)c1 (some centres undefined)	12	-29	-17	-3	4	40*	-2	6
COc1ccccc1/C=N/NC(=O)CC(=O)NCc1cccnc1	5	0	10	16	-12	-4	19	-1
COc1cc2c(cc1OC)C(c1cc(OC)c(OC)cc1[N+](=O)[O-])N(C(C)=O)CC2 (centres undefined)	-2	-6	-2	-1	-3	-3	5	6
Cc1ccc(S(=O)(=O)NN2C(=O)c3ccccc3NC2c2ccccc2)cc1 (centres undefined)	-8	4	21	15	-4	3	-3	-3
Cc1ccc(CCNC(=O)CCNS(=O)(=O)c2ccc3c(c2)c(=O)n(C)c(=O)n3C)cc1	-7	-1	-6	-5	5	-6	7	-4
O=C1/C(=C/c2cccnc2)SC(=S)N1Nc1ccccc1	10	-3	9	-5	-4	4	9	3
CN(C)c1ccc(C(=O)OCc2cc(=O)n3ccsc3n2)cc1	7	-9	-37	-10	-3	2	-4	-5
COc1ccc(/C=N/NC(=O)c2c(C)nc3ccc(Cl)cn23)cc1OC	2	8	16	-2	3	1	1	3
CC(=O)N1CCC(=NNC(=O)c2cccs2)CC1	-8	-8	12	5	-7	-7	0	-7
Cc1nc(Nc2cccc(C(C)O)c2)c2nnn(Cc3ccccc3F)c2n1 (centres undefined)	0	-6	-3	3	1	7	9	-1
Cn1nccc1C(=O)N1CCN(c2cccc(Cl)c2)CC1	-11	1	-8	4	39*	0	-24	-2
CC(C)(C)OC(=O)CN1C(=O)S/C(=C\c2ccc(-c3cccc(C(=O)O)c3)o2)C1=O	9	nt	-7	-13	nt	-9	-64	68*
Cc1sc2c(c1C)CN(C1CC(C)(C)NC(C)(C)C1)CN2C(=O)c1ccco1	6	nt	-30	-2	nt	6	-51	-7
Cc1cccc(OCCC(=O)NNC(=O)Cn2nc(C)cc2C)c1	-10	-2	0	-8	8	-6	-1	-8
CCCCc1ccc(N2C(=O)[C@@H]3C(CC(N)=O)NC4(C(=O)Nc5ccc(F)cc54)[C@@H]3C2=O)cc1 (some centres undefined)	3	3	-6	7	-12	2	9	4
CCOC(=O)CC1=C(C(=O)OCC)C(c2ccc(OC)cc2OC)C(C#N)=C(N)O1 (centres undefined)	4	-11	8	-5	8	5	19	2
FC(F)(F)c1cccc(CON=C2CCN(c3ncc(C(F)(F)F)cc3Cl)CC2)c1	0	8	-6	-5	13	19	-23	4
Cc1csc(CN(C)C(=O)CC2C(=O)NCCN2Cc2ccc(F)cc2Cl)n1 (centres undefined)	15	17	-5	-2	10	-8	2	-5
O=S(=O)(NCc1cccnc1)c1cc(Cl)ccc1Cl	7	-4	15	-4	5	-21	4	5
CN(Cc1ccccc1)C(=O)CN1CCN(C(c2ccccc2)c2ccccc2)CC1	5	4	-10	12	-1	21	9	-2
NC(=O)C1(N2CCCCC2)CCN(Cc2ccccc2Cl)CC1	-3	29	-6	2	-14	-8	3	3
c1csc(CNc2ncnc3ccc(-c4ccc5c(c4)OCO5)cc23)c1	-4	-23	-18	8	1	14	-12	2
COCCSc1nnc(NC(=O)c2ccc([N+](=O)[O-])cc2)s1	6	-13	0	-5	-4	-3	-6	1
CN1CCN(S(=O)(=O)c2cccc(C(=O)N(C)C(c3ccccc3)c3ccccc3)c2)CC1	0	36	1	1	-6	22	14	-2
Cc1ccc(NC(=O)COC(=O)c2csc3c2CCC(C)C3)cc1S(=O)(=O)N1CCCCC1 (centres undefined)	22	12	4	-2	5	7	7	6
Cc1c(C(=O)N2CCN(S(=O)(=O)c3cccs3)CC2)oc2ccc(F)cc12	6	4	4	1	6	15	3	-8
O=C(OCC(=O)c1ccccc1Cl)c1cnccn1	-12	-10	8	-4	-3	-2	-5	-19
COc1cc2c(cc1NC(=O)C(C)Sc1ccc(NC(C)=O)cc1)oc1ccccc12 (centres undefined)	9	4	-13	-4	1	14	5	1
C=CCc1ccccc1OCC(=O)N/N=C/c1ccc(OC(C)=O)cc1OC(C)=O	-6	-7	15	-2	-33	6	-38	-3
O=C1NC(=O)C(=C2CCCCCC2)S1	0	-6	6	7	-4	1	10	-4
O=C(CCc1nnc(CCCCc2ccccc2)o1)N1CCC(N2CCCC2)CC1	-11	5	-19	?	-4	13	-20	-4
CSc1ccccc1C(=O)NC1CCCCC1	-2	9	-1	0	-8	-9	-11	6
COc1ccc(NC(=O)C(CCSC)NC(N)=O)cc1Cl (centres undefined)	4	-9	-9	7	-3	0	15	2
CCC1CCCCN1S(=O)(=O)c1ccc2c(c1)CCN2C(=O)C1CCC1 (centres undefined)	-4	14	-23	-7	-2	28	-63	-8
O=C(COC(=O)CNC(=O)c1sc2ccccc2c1Cl)NC1CCS(=O)(=O)C1 (centres undefined)	4	-9	6	-8	-3	6	-9	-8
COc1ccc(CCNC(=O)c2ccccc2NC(=O)C2=C(C)OCCS2)c(OC)c1	-3	5	0	6	-6	4	-10	1
